bIAP inhibitor: intestinal alkaline phosphatase (bovine) inhibition; inhibition, % at 20 µM; 190,000 tested, under 10 active; purified bovine IAP, CDP-star luminescence, 30 min;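 active = over 50% inhibition of intestinal alkaline phosphatase at 20 µM in the single-dose screen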
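System: Purified bovine intestinal alkaline phosphatase (IAP) enzyme | Input: IAP diluted 1/65,000,000 in the well | Also added: CDP-star chemiluminescent phosphatase substrate, 30 µM final | Dosing: 20 µM single dose | Times: Enzyme reaction for 30 min at room temperature | Detection: Luminescence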
TNAP inh noacc: inhibitors of human TNAP without phosphate acceptor | P05186 | purified TNAP, CDP-star luminescence, 30 min | inhibition, % at 20 µM | 200,000 compounds, 0.26% hits | AID 1012;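 active = tissue-nonspecific alkaline phosphatase inhibition above about 50% at 20 µM in the single-dose screen, limit read from the data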;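 note: 0% = DMSO negative control and 100% = EDTA positive control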
Target sequence (P05186 whole entry, looked up): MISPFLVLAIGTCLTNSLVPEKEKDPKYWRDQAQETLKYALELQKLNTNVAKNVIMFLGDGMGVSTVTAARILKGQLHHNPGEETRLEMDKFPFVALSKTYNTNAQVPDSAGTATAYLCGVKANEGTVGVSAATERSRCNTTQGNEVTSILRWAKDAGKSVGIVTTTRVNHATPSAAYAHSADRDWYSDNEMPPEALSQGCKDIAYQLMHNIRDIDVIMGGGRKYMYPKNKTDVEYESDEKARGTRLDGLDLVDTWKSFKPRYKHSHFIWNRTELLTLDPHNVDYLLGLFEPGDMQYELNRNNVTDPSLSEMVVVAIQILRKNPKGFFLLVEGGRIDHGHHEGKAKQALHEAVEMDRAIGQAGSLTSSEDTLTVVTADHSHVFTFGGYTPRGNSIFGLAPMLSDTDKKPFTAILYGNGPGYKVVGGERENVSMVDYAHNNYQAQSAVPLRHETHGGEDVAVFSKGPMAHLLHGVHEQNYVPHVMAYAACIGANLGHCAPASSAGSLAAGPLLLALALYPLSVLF
Diaph inh CS: diaphorase inhibition or chemical oxidation counter-screen; diaphorase resazurin-to-resorufin fluorescence, NADH, 16 min; bacterial (C. kluyveri) enzyme, not human; inhibition, % at 20 µM; 190,000 compounds, 0.69% hits;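 active = primary screen inhibition at 20 µM above a set limit, cut at about 50% in these data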;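 note: plate controls were DMSO with full reaction for no effect and wells lacking NADH for full effect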
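Test system: diaphorase enzyme from Clostridium kluyveri; amount: diaphorase at 0.14 U/mL in enzyme working solution; detection: fluorescence of resorufin formed from resazurin, Ex 544/Em 590 nm; times: reaction incubation of 16 min at room temperature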
PMI activator: increases human mannose-6-phosphate isomerase activity. purified human PMI, coupled resazurin fluorescence, 20 min; active compounds read high; 1 = vehicle control, 0 substrate-free wells. activation factor at 20 µM. 190,000 compounds, 0.005% hits;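 active = activation factor of 2 or more at 20 µM, relative to plate controls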
Target sequence (P34949 whole entry, looked up): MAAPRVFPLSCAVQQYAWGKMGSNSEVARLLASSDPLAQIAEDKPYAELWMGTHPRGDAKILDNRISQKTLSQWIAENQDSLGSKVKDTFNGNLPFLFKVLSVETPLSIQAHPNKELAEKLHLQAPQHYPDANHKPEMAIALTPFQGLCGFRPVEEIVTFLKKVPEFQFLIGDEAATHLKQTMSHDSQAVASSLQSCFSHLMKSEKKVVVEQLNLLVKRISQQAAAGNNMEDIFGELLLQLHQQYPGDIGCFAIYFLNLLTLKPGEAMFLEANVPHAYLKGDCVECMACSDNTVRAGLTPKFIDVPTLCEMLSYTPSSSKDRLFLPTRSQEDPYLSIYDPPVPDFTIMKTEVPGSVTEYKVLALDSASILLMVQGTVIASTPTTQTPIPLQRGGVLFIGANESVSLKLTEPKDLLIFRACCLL
bIAP activator: intestinal alkaline phosphatase (bovine) activation; purified bovine IAP, CDP-star luminescence, 30 min; active compounds read high; fold of DMSO-control signal, blank-subtracted; activation factor at 20 µM; 200,000 compounds, 0.17% hits; AID 1016;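 active = activation factor of 2 or more at 20 µM, a signal rise over negative controls twice the positive control's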
Lmaj promast: inhibitors of Leishmania major promastigote growth; 200,000 compounds, 9% hits; Leishmania major promastigotes, resazurin fluorescence viability; inhibition, % at 10 µM; in the data active = inhibition above about 50%;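 note: promastigotes grown with compound for 44 hours at 28 °C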
Diaphorase act: activates diaphorase or chemically reduces, flagging diaphorase assay artifacts | Diaphorase/resazurin coupled assay, resorufin fluorescence, 16 min; active compounds read high; 1 = vehicle wells, 0 = NADH-free wells | activation factor at 20 µM | 190,000 compounds, 0.005% hits;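 active = diaphorase activity raised at least twofold by the compound at 20 µM; inactive = activation factor below 2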
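Material: bacterial diaphorase enzyme (C. kluyveri); amount: enzyme 0.07 U/mL final; reagent: NADH substrate 0.114 mM plus resazurin dye 0.1 mM, final; doses: single compound dose of 20 µM, 1% DMSO final; timing: 16 min enzyme reaction, ambient temperature; measured by: fluorescence of resorufin, 544 nm excitation, 590 nm emission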
TNAP inh hi DEA: inhibitors of human TNAP at high phosphate acceptor concentration. 200,000 compounds, 0.03% hits. AID 1135. P05186. purified TNAP, CDP-star luminescence, 1 M DEA. inhibition, % at 20 µM;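 active = over 50% inhibition of tissue-nonspecific alkaline phosphatase at 20 µM in the single-dose screen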;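 note: plate controls were DMSO wells for no effect and EDTA-quenched wells as full inhibition for full effect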
TNAP act hiacc: increases human TNAP activity under high phosphate acceptor concentration. activation factor at 20 µM. 200,000 tested, under 10 active. P05186. purified TNAP, CDP-star luminescence, 1 M DEA, 30 min; active compounds read high; 0 = EDTA background, 1 = DMSO-only activity;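 active = activation factor at least 2 at 20 µM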
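Test system – human TNAP · Doses – 20 µM single point · Incubation – 30 min, room temperature · Signal – luminescent substrate turnover signal · Read-out basis – activation factor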
PMI act satM6P: increases human PMI activity with near-saturating mannose 6-phosphate; P34949; coupled PMI enzyme assay, resazurin fluorescence, 20 min; active compounds read high; 1 = untreated enzyme, 0 = substrate-free blank; activation factor at 20 µM; 190,000 compounds, 0.34% hits;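 active = activation factor of 2 or more at 20 µM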
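Material: human phosphomannose isomerase with PGI, G6PDH, diaphorase coupling enzymes. Quantity: 15 ng/mL PMI. Medium: HEPES pH 7.4 buffer with MgCl2 and Tween-20. Reagent: Near-saturating mannose-6-phosphate, 1.0 mM. Compound: 20 µM single dose. Times: enzyme reaction with compound 20 min at room temperature. Detection: resorufin fluorescence at Ex 544/Em 590 nm.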
Starred values were filed as active, the others as inactive.

molecule | bIAP inhibitor | TNAP inh noacc | Diaph inh CS | PMI activator | bIAP activator | Lmaj promast | Diaphorase act | TNAP inh hi DEA | TNAP act hiacc | PMI act satM6P
CC1CCCC(C)N1C(=O)COc1ccc(F)cc1 (centres undefined) | -10 | -2 | 3 | 0.9 | 1.1 | -3 | 1 | -2 | 1 | 0.9
CN(C)S(=O)(=O)c1cccc(NC(=O)CCNC(=O)c2ccccc2Cl)c1 | 18 | 0 | 11 | 0.9 | 0.8 | -11 | 0.9 | -7 | 1.1 | 0.9
Cc1cc(C)n(-c2nc3c(c(=O)[nH]c(=O)n3C)n2CCc2ccccc2)n1 | 8 | -9 | 19 | 0.9 | 0.9 | 3 | 0.8 | -6 | 1.1 | 0.9
CCOC(=O)N1CCN(Cc2nc3c(c(=O)n(C)c(=O)n3C)n2CCCc2ccccc2)CC1 | -7 | 0 | 9 | 0.8 | 1.1 | 6 | 0.9 | 3 | 1 | 0.9
CC1CC(C)CN(C(=O)CCNS(=O)(=O)c2ccc3c(c2)CCC(=O)N3)C1 (centres undefined) | -14 | -4 | 5 | 1 | 1.1 | -6 | 0.9 | 1 | 1 | 1.1
CCC(=O)Nc1cc(C)c(NC(=O)CCc2ccccc2)cn1 | -2 | -10 | 12 | 1 | 1 | -4 | 0.9 | -2 | 1 | 0.7
Cc1ccc(N2C(=O)C3NN=C(C(=O)OCc4ccccc4)C3C2=O)cc1 (centres undefined) | 17 | -7 | 11 | 1.1 | 0.8 | -9 | 0.9 | -7 | 1.1 | 1
COc1ccc([N+](=O)[O-])cc1NC(=O)C1(c2ccc(OC)c(OC)c2)CCOCC1 | 13 | -8 | 17 | 0.9 | 0.9 | 5 | 0.8 | -5 | 1.1 | 0.9
C=CCOC(=O)C1=C(C)NC(SCC(=O)Nc2nccs2)=C(C#N)C1c1cccs1 (centres undefined) | 2 | -15 | 34 | 1 | 1 | 45 | 0.7 | -6 | 1.1 | 1
Cc1cccc2c(C(=O)O)c3c(nc12)CCCCC3 | 4 | -5 | 9 | 1 | 1 | 6 | 0.9 | 2 | 1 | 1
Cc1cccc(-c2nnc(NC(=O)c3ccc(N4C(=O)CCC4=O)cc3)s2)c1 | -9 | -6 | 6 | 1.1 | 1.1 | -8 | 0.9 | -2 | 1 | 1.1
CCOc1ccc(N(CC(=O)NC2CCCCCC2)S(=O)(=O)c2c(C)noc2C)cc1 | 1 | 19 | 3 | 1.1 | 1 | 7 | 1 | -10 | 1.1 | 1
CCS(=O)(=O)c1ccc(-c2csc(-c3ccccc3Cl)n2)c(Cl)c1Cl | 18 | 1 | 10 | 0.9 | 0.8 | 7 | 0.9 | 1 | 1 | 0.9
CC1(C)CC(=O)c2sc(N3CCCCC3)nc2C1 | 12 | -14 | 10 | 1.1 | 0.9 | -1 | 0.9 | -9 | 1.1 | 1
CC1(C)SCC(C(=O)O)NC1=O (centres undefined) | -6 | 21 | -4 | 1.3 | 1.1 | 0 | 1 | 3 | 1 | 1.2
CC(=O)c1cccc(NC(=O)C(Sc2ncnc3ccccc23)c2ccccc2)c1 (centres undefined) | -9 | 7 | 20 | 0.8 | 1.1 | 19 | 0.8 | 1 | 1 | 0.9
C/C(=N\NC(=O)C1CC1)c1cccs1 | 2 | -5 | -2 | 1.1 | 1 | -1 | 1 | -3 | 1 | 1.2
O=c1[nH]c(CN2CCN(S(=O)(=O)c3ccc(Cl)cc3)CC2)nc2cc(Cl)ccc12 | 17 | -7 | 38 | 0.8 | 0.8 | 7 | 0.6 | -4 | 1 | 0.9
CCC(=O)c1ccc(N2CCN(C(=O)c3ccc(Br)cc3)CC2)c(F)c1 | 4 | -9 | 12 | 0.9 | 1 | -5 | 0.9 | -4 | 1 | 0.9
CC(C)CCNC(=O)CCCCn1c(=O)[nH]c2ccsc2c1=O | -6 | -18 | 14 | 0.9 | 1.1 | -9 | 0.9 | -5 | 1.1 | 1
Cc1cc(C)cc(NC(=O)C(Sc2ncnc3ccccc23)c2ccccc2)c1 (centres undefined) | 4 | -1 | 18 | 0.8 | 1 | 57* | 0.8 | -1 | 1 | 0.9
Cc1ccc(S(=O)(=O)N2CCCC2C(=O)Nc2nccs2)cc1 (centres undefined) | 0 | -21 | 14 | 1.1 | 1 | 0 | 0.9 | -8 | 1.1 | 1.1
CCn1ccc(C(=O)Nc2ccccc2Cl)n1 | -2 | -5 | -2 | 1.1 | 1 | -3 | 1 | -3 | 1 | 1.1
COC(=O)C(C)Oc1ccc2c(-c3cccc([N+](=O)[O-])c3)cc(=O)oc2c1 (centres undefined) | 2 | -9 | 12 | 1 | 1 | -3 | 0.9 | -1 | 1 | 1.1
CCN=C1SC(C(=O)Nc2cccc(Br)c2)CC(=O)N1CC (centres undefined) | -1 | -7 | 17 | 0.9 | 1 | -1 | 0.8 | -3 | 1 | 0.9
O=C(NCCCN1CCCC1=O)c1ccc(Cl)c(Cl)c1 | -6 | -3 | -2 | 1.1 | 1.1 | -5 | 1 | 3 | 1 | 1.1
O=C(Nc1ccccc1)Nc1cccc2cccnc12 | 21 | -8 | 11 | 0.8 | 0.8 | 2 | 0.9 | 0 | 1 | 0.9
Cc1ccc2nc(NC(=O)C3CCN(S(=O)(=O)c4cnc[nH]4)CC3)sc2c1 | 11 | -1 | 9 | 1.1 | 0.9 | -5 | 0.9 | -2 | 1 | 0.9
COc1ccc(-c2nnc(NC(=O)CSc3ccccc3)s2)cc1OC | 8 | 11 | 1 | 1.1 | 0.9 | -10 | 1 | 0 | 1 | 1.1
COC(=O)c1c(CCl)noc1C(=O)NC(C)C | 3 | 0 | -12 | 1.1 | 1 | 100* | 1.1 | -4 | 1 | 1.1
CC1CCN(CCC(=O)Nc2ccccc2)CC1 | -4 | -8 | 1 | 1.1 | 1 | 18 | 1 | -2 | 1 | 1.1
COCCNC(=O)c1cc2nc(-c3ccccc3)cc(C)n2n1 | -2 | -7 | 11 | 1 | 1 | 12 | 0.9 | -6 | 1.1 | 1
C=CCOc1ccc(C=Nc2ccc(C)c(Cl)c2)c(O)c1 | 6 | -12 | 17 | 0.7 | 0.9 | -6 | 0.8 | 14 | 0.9 | 0.5
Cc1ccc(OCC(O)CN2CCN(CC(O)COc3ccc(C)cc3)CC2)cc1 (centres undefined) | -3 | -4 | -3 | 1 | 1 | 57* | 1 | -4 | 1 | 1
O=C(CSc1nc2ccccc2c(=O)[nH]1)Nc1ccc(S(=O)(=O)N2CCCC2)cc1 | 3 | -3 | 15 | 0.9 | 1 | -4 | 0.9 | -3 | 1 | 1
CCOC(=O)c1cc(-c2ccccc2)nn1CCC#N | -3 | 3 | -6 | 1.2 | 1 | -13 | 1.1 | -5 | 1 | 1.1
COC(=O)c1ccc(CSc2nnc(CNC(=O)c3ccccc3F)o2)o1 | 8 | -3 | 13 | 0.8 | 0.9 | -4 | 0.9 | 1 | 1 | 0.9
Cc1cccc(OC(=O)Cn2c(C(F)(F)F)nc3ccccc32)c1 | 5 | -4 | 17 | 0.9 | 1 | -10 | 0.8 | 1 | 1 | 0.9
COc1ccccc1/C=C(/C(=O)OCC(=O)NCc1ccccc1)c1ccccc1 | 0 | -6 | 20 | 0.9 | 1 | 62* | 0.8 | -5 | 1 | 0.8
C/C(=N\NC(=S)NC1CCCCC1)c1ccccc1 | 12 | -12 | 3 | 0.9 | 0.9 | 5 | 1 | 0 | 1 | 1
CC(=O)NC12CC3CC(C)(C1)CC(NC(C)=O)(C3)C2 | 8 | -14 | 23 | 0.9 | 0.9 | -4 | 0.8 | -7 | 1.1 | 0.9
CC(=O)OC(C(=O)NC1CCCCC1)c1ccccc1F (centres undefined) | -2 | -4 | -4 | 1 | 1 | -1 | 1 | 7 | 0.9 | 1
O=S(=O)(c1ccccc1)c1nc(-c2ccccc2Cl)oc1NCCN1CCOCC1 | 3 | -8 | 11 | 1 | 1 | 13 | 0.9 | 0 | 1 | 1
Cc1ccc2c(c1)c(C)cc[n+]2Cc1ccccc1 | 28 | -10 | 2 | 1 | 0.7 | 24 | 1 | 4 | 1 | 1
O=C(/C=C/c1c[nH]c2ccccc12)c1cccc2ccccc12 | 25 | -50 | 26 | 0.8 | 0.8 | 8 | 0.7 | 2 | 1 | 0.6
O=[N+]([O-])c1ccc(C2CN=C(Nc3ccccc3)S2)cc1 (centres undefined) | 10 | -19 | 16 | 1 | 0.9 | 38 | 0.8 | -3 | 1 | 0.9
COc1ccccc1N1CCN(/N=C\C(Br)=C\c2ccccc2)CC1 | -16 | 1 | 15 | 1 | 1.2 | -5 | 0.8 | 0 | 1 | 0.9
CC(=O)COC(=O)C1CC(=O)N(c2ccc(C)c(C)c2)C1 (centres undefined) | -6 | -7 | -14 | 1 | 1.1 | -4 | 1.1 | -6 | 1.1 | 1
CCn1c(SCC(=O)OC(C)C)nnc1-c1cccc(Cl)c1 | 4 | 2 | 14 | 0.9 | 1 | 15 | 0.9 | -3 | 1 | 1
Cn1cnnc1Sc1nc2c(c(=O)n(C)c(=O)n2C)n1Cc1ccccc1Cl | 50 | -1 | 13 | 0.9 | 0.5 | 0 | 0.9 | 4 | 1 | 0.9
COC(=O)CNC(=O)C(C)NC(=O)CNC(=O)OCc1ccccc1 (centres undefined) | 4 | -9 | 8 | 1 | 1 | -7 | 0.9 | -6 | 1.1 | 1

Single records, as listed above. Values in the order: bIAP inhibitor	TNAP inh noacc	Diaph inh CS	PMI activator	bIAP activator	Lmaj promast	Diaphorase act	TNAP inh hi DEA	TNAP act hiacc	PMI act satM6P
Results for `CC(=O)COC(=O)C1CC(=O)N(c2ccc(C)c(C)c2)C1` (centres undefined) : -6	-7	-14	1	1.1	-4	1.1	-6	1.1	1
Results for `CC(=O)NC12CC3CC(C)(C1)CC(NC(C)=O)(C3)C2` : 8	-14	23	0.9	0.9	-4	0.8	-7	1.1	0.9
Results for `O=C(/C=C/c1c[nH]c2ccccc12)c1cccc2ccccc12` : 25	-50	26	0.8	0.8	8	0.7	2	1	0.6

Source: PubChem
